Compound activity deposited in PubChem by several laboratories.
NR1D1 modulator – Rev-erb alpha (human) modulation. P20393. Rev-erbα–FITC-DNA binding, fluorescence polarization, 90 min. activity, % at 10 µM. 0.79% of 370,000 active;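 active means activity above about 14%, limit read from the data; passing the limit was not always enough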;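 further: 0% = DMSO wells with 35 nM protein and 100% = DMSO wells with 750 nM protein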
ASAP1 GAP inh – blocks human ASAP1-stimulated Arf1 GTP hydrolysis; Q9ULH1; GDP FP detection; inhibition, % at 16.5 µM; 0.19% of 360,000 active; in the data active means inhibition above about 25%;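 further: 0% = vehicle with enzyme and substrate and 100% = no enzyme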
DDE Tn7 FP inh – DD(E)-Tn7 binding inhibition, primary FP screen; P02675; FP displacement of FITC-Tn7 peptide from fibrin DD(E); 0% = median of compound wells per plate; inhibition, % at 8.3 µM; 0.13% of 370,000 active; AID 720508;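 active means inhibition above the mean of compounds falling within the control limits plus 3 SD of them, cut at about 14% in these data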;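 further: 0% = plate median of compound wells and 100% = 10 µM Aha-Tn7 peptide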
Target sequence (P02675 whole entry, looked up): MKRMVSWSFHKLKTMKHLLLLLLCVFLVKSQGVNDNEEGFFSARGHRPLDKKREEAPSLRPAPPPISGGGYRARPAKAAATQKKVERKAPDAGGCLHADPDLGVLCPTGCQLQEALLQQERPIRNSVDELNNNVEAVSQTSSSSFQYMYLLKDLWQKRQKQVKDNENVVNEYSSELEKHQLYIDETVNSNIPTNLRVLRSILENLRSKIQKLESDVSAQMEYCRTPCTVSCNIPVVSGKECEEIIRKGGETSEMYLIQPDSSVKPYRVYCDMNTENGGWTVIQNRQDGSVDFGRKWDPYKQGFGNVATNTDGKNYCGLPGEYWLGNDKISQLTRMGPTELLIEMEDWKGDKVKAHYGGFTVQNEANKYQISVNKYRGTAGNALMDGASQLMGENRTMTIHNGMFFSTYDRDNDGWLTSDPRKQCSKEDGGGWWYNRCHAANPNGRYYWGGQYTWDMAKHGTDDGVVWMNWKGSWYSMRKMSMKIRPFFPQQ
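Test system – human fibrin DD(E) · Times – 10 min preincubation, 3 h with tracer, room temperature · Detection – fluorescence polarization of the labelled Tn7 tracer · Measure – percent inhibition normalized to high-control wells · Benchmarks – high control wells with 10 µM unlabelled Aha-Tn7 peptide (full inhibition) · Repeats – singlicate testing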
UHRF1 binding – UHRF1 methyl-DNA binding inhibition. Q96T88. UHRF1 binding to methylated oligo, TR-FRET. inhibition, % at 4.4 µM. 0.75% of 370,000 active. AID 687016; in the data active means inhibition above about 21%;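 further: UHRF1 SRA domain binding a hemimethylated CpG hairpin DNA probe; 0% = median of test compound wells and 100% = reference inhibitor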
sPLA2-III inh – Blocks human group III sPLA2 activity; 0.56% of 370,000 active; QFRET BODIPY PC-A2 liposome hydrolysis, fluorescence; Q9NZ20; inhibition, % at 12.2 µM;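 active means inhibition above mean plus 3 SD of compounds lying within the high and low control bounds, cut at about 19% in these data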;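 further: 0% = median of test compound wells and 100% = no enzyme DMSO wells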
KLK7 zymogen act – activators of human kallikrein-7 zymogen; AID 652039; P49862; 0.9% of 370,000 active; activation, % at 7 µM; purified proKLK7, EDANS-DABCYL substrate fluorescence; 100% is mature enzyme control, 0% vehicle;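 active means activation above the mean of all tested compounds plus 3 SD, computed per campaign excluding outliers beyond control limits, cut at about 13% in these data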
Target sequence (P49862 whole entry, looked up): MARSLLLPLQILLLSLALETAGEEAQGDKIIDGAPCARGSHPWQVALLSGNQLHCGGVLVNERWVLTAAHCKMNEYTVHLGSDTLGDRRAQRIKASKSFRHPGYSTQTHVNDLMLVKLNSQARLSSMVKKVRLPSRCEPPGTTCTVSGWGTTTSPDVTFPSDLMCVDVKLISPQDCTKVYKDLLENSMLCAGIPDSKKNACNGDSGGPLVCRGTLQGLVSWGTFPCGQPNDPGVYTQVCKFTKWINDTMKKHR
ARFGAP1 inhibitor – inhibits rat ARF GTPase activating protein 1; 0.26% of 360,000 active; Arfgap1-stimulated ARF1 GTP hydrolysis, GDP FP detection; inhibition, % at 16.5 µM; Q62848; AID 651572;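 active means inhibition above a per-plate limit, mean inhibition of low control wells plus 3 SD, cut at about 25% in these data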;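 further: 0% = DMSO wells with enzyme and 100% = wells lacking Arfgap1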
Target sequence (Q62848 1-136 limits assumed): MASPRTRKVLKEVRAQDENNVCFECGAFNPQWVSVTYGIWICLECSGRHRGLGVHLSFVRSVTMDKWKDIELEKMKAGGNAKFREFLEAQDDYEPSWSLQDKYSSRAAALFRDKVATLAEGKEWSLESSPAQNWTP
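System: truncated rat Arfgap1 GAP domain / Benchmarks: high control wells lacking Arfgap1, low control full reaction with DMSO / Times: compound-enzyme preincubation 20 min, reaction 120 min, detection 60 min, 25 °C / Repeats: one replicate per compound / Also added: human ARF1(Δ1-17)-GTP substrate / Measured by: Tracer-displacement fluorescence polarization with EDTA stop, 620/688 nm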
Tn6 DDE FP – inhibitors of Tn6 peptide binding to human fibrin DD(E) | 0.21% of 370,000 active | P02675 | Fibrin DD(E) TRITC-Tn6 fluorescence polarization displacement | inhibition, % at 8.3 µM;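 active means inhibition above a per-campaign cutoff: mean of compounds within control limits plus 3 SD, cut at about 15% in these data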;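 further: 0% = median of all compound wells on the plate and 100% = blocking peptide control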
PLCb3 inh – PLC-beta3 (human) inhibition, primary screen. Q01970. Purified PLC-beta3, fluorogenic substrate, fluorescence. inhibition, % at 12.2 µM. 0.18% of 370,000 active. AID 720704; in the data active means inhibition above about 11%;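 further: 0% = median of compound wells on plate and 100% = full blocker control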
PLCg1 inh – blocks human PLC-gamma1 enzyme activity; purified PLC-gamma1, fluorogenic substrate, fluorescence; inhibition, % at 12.2 µM; 0.84% of 370,000 active; in the data active means inhibition above about 9.5%
Starred values were filed as active, the others as inactive; i = inactive. An unsorted share of the library; about 4.5% have a hit in one of these screens.

SMILES | NR1D1 modulator | ASAP1 GAP inh | DDE Tn7 FP inh | UHRF1 binding | sPLA2-III inh | KLK7 zymogen act | ARFGAP1 inhibitor | Tn6 DDE FP | PLCb3 inh | PLCg1 inh
CCOc1cc(/C=N/NC(=O)c2ccncc2)ccc1OC(=O)c1ccco1 | -2 | -12 | 6 | -3 | -1 | 0.4 | -2 | -2 | -11 | -6
COc1cc2cnc(Cl)nc2cc1OC | -2 | -8 | -10 | -2 | -4 | -0.7 | 7 | 2 | -12 | -11
CC1CCCC(NC(=O)CCCn2c(=S)[nH]c3ccccc3c2=O)C1C (stereo not drawn) | 4 | 2 | -3 | 1 | 6 | 0.1 | -2 | 5 | -5 | 1
CCN1CCCC1CNC(=O)c1ccc(CS(=O)(=O)c2ccccc2C)o1 (stereo not drawn) | -5 | -9 | 0 | -2 | 1 | -0.8 | 7 | 4 | 1 | -5
c1ccc(-c2cc(NCCN3CCCCC3)c3ccccc3n2)cc1 | -2 | -11 | 1 | 21* | -8 | 0.5 | 0 | -1 | -6 | -4
CCOC(=O)c1c(NC(=O)C(C)NCc2ccco2)sc2c1CCC(C)C2 (stereo not drawn) | -3 | 7 | 0 | -1 | -12 | -0.9 | 8 | 3 | -1 | 0
Cc1cc(NC(=O)CN2CCN(C)CC2)no1 | 5 | 8 | 2 | 4 | 8 | -0.2 | 6 | -1 | 0 | -5
O=C(Nc1cc(Cl)ccc1Cl)c1noc2c1CCCC2 | 0 | 9 | 0 | -1 | 1 | 1.4 | 2 | 1 | -2 | -1
C/C(=N\NC(=O)c1ccccc1)c1cc2cc([N+](=O)[O-])ccc2oc1=O | 8 | 7 | -2 | -2 | -21 | 0.0 | -9 | -1 | 1 | 2
COC(=O)c1ccc(N)c2c(N)ccc(C(=O)OC)c12 | -7 | 0 | -3 | -7 | -11 | 7.6 | 5 | 4 | i | i
Cc1nc(N2CCC(C)CC2)c2c(C)c(C(=O)Nc3ccccc3C(F)(F)F)sc2n1 | 10 | 12 | -5 | -5 | -2 | -0.7 | -5 | -1 | 1 | 2
CN(Cc1ccccc1)C(=O)CN1C(=O)c2ccccc2S1(=O)=O | -2 | -11 | 2 | 1 | 0 | -0.1 | -1 | -2 | -6 | -3
CC(=O)NS(=O)(=O)c1ccc(NC(=O)CC23CC4CC(CC(Br)(C4)C2)C3)cc1 | -4 | -1 | 3 | 1 | 4 | -0.3 | -3 | -1 | -3 | -2
Nc1[nH]n(-c2ccccc2)c(=O)c1N=Nc1ccc2c(c1)OCO2 | 5 | 1 | -2 | 0 | 21* | 0.7 | 3 | -5 | -9 | 2
O=C(COn1nnc2ccccc21)NCC1CCCCC1 | -7 | 15 | -8 | 1 | -1 | 0.8 | 19 | -2 | 5 | 1
Cc1c(Cl)cccc1Nc1nc(N)nc(CSC(=S)N2CCOCC2)n1 | -2 | 11 | 3 | 0 | -5 | -0.7 | 5 | -2 | -1 | -1
CCC(=O)Nc1ccc(C(=O)NNC(=O)c2ccc(C)cc2)cc1 | -8 | -13 | 5 | 1 | 6 | 0.2 | -8 | -2 | 5 | 5
COCc1c(C(=O)NCc2ccccc2CN2CCCC2)oc2ccccc12 | -3 | -1 | 2 | -2 | 6 | -0.9 | 9 | -5 | -3 | -2
COCCn1nnnc1C(c1ccccc1OC)N1CCc2ccccc2C1 (stereo not drawn) | 2 | -3 | 2 | -1 | -1 | 0.0 | -7 | 0 | -2 | -3
CCOc1ccc2[nH]cc(C(=O)O)c(=O)c2c1 | -1 | -8 | -1 | 3 | 2 | 0.4 | 5 | 3 | -1 | 5
COc1ccc(/C=N/Nc2nncc3ccccc23)cc1 | 0 | 14 | -6 | -10 | 2 | 0.4 | 5 | 5 | -9 | -11
COc1ccc(-c2csc3ncn(-c4ccccc4OC)c(=O)c23)cc1OC | -6 | -6 | -5 | 1 | -3 | 0.3 | 6 | -3 | -9 | -2
CC(C)(C)NC(=O)NC(=O)CN1CCN(c2ccccc2)CC1 | -3 | -5 | 3 | 2 | 5 | -0.6 | 9 | 4 | 0 | 1
O=C(CCCC(=O)N(CC(=O)NC1CCCCC1)CC1CCCO1)Nc1ccccn1 (stereo not drawn) | -2 | 4 | 7 | 0 | -1 | -0.3 | 4 | -3 | 2 | -1
CCOC(=O)C1(Cc2ccccc2)CCCN(Cc2cccc(C(C)=O)c2)C1 (stereo not drawn) | -1 | 0 | -10 | -1 | -5 | -0.2 | 9 | -2 | -2 | 4

Next section.
SMILES | NR1D1 modulator | ASAP1 GAP inh | DDE Tn7 FP inh | UHRF1 binding | sPLA2-III inh | KLK7 zymogen act | ARFGAP1 inhibitor | Tn6 DDE FP | PLCb3 inh | PLCg1 inh
CN(C)c1cc(-c2ccc(Br)cc2)oc(=O)c1Cl | -3 | -13 | 4 | -7 | -6 | 0.0 | 5 | 3 | -4 | 0
COc1ccccc1CNC(=O)COC(=O)c1cccnc1SCC(=O)NCc1ccccc1OC | 47* | 6 | -9 | 0 | -2 | 0.3 | 11 | 1 | -8 | 1
Cc1nn(-c2ccccc2)c(C)c1NC(=O)COC(=O)CCc1ccccc1 | -2 | -4 | 5 | -2 | -2 | 0.2 | 10 | 2 | -6 | -3
COC(=O)CC1(C(=O)OC)Oc2ccc(Br)cc2C(=O)N1c1cc(Cl)cc(Cl)c1 (stereo not drawn) | -8 | 1 | -4 | 0 | 1 | 0.7 | -2 | -8 | -3 | 5
COc1ccc(Cl)cc1N1C(=O)CN(Cc2cc(OC)c(OC)c(OC)c2)C1=S | 3 | -2 | 9 | 0 | -24 | -0.3 | 7 | 11 | -2 | 2
COc1ccc(NC(=O)N(C)C[C@H]2Oc3c(NC(=O)Nc4ccc(C(F)(F)F)cc4)cccc3C(=O)N([C@H](C)CO)C[C@@H]2C)cc1 | -1 | 7 | 2 | 0 | -28 | 0.1 | 2 | -6 | 4 | 2
COc1ccc(N2CCN(S(=O)(=O)c3c(C)nc4scc(C)n4c3=O)CC2)cc1 | 0 | -5 | -1 | 5 | 13 | 0.0 | 4 | -1 | -9 | 2
O=P(c1ccccc1)(c1ccccc1)C(O)c1cccs1 (stereo not drawn) | 0 | 11 | -1 | 10 | -2 | -0.1 | 2 | -2 | 4 | 5
O=C(CSc1nc2c(c(=O)n1-c1ccc(Cl)cc1)SCC2)Nc1ccc2c(c1)OCCO2 | 0 | -8 | 0 | 3 | 2 | -0.1 | 8 | 2 | 10 | 9
Cc1ccc(S(=O)(=O)N(C)CC(=O)N2CCCc3ccccc32)cc1 | -6 | -5 | 0 | -2 | -5 | -0.2 | 16 | -2 | 1 | 1
O=C(CNC(=O)c1ccc(Br)cc1)NCc1cccnc1 | -3 | -2 | 1 | 2 | 3 | -0.1 | -4 | 3 | -7 | -1
COc1ccccc1-c1cnc2c(c1)C(=O)N([C@@H](C)CO)C[C@@H](C)[C@@H](CN(C)C(C)=O)O2 | 2 | -1 | 5 | 2 | 4 | 0.2 | 4 | -2 | 2 | 0
COc1ccccc1N1CCN(S(=O)(=O)c2ccc3c(c2)oc(=O)n3C)CC1 | -5 | 12 | 0 | -2 | -1 | 0.3 | -1 | -7 | -5 | 1
COc1ccc(S(=O)(=O)NCC2CCCO2)cc1NC(=O)c1ccccc1 (stereo not drawn) | -4 | 1 | 3 | -3 | 0 | -0.6 | 7 | -5 | -4 | 5
Cc1cccc(NCC(=O)N/N=C\c2cccc(Oc3ccccc3)c2)c1 | 0 | 10 | -13 | -3 | -4 | 0.6 | 6 | -11 | 0 | -1
O=C(O)C1CC=CCC1C(=O)Nc1cc(Cl)ccc1Cl (stereo not drawn) | 4 | 0 | -1 | -1 | 3 | 0.9 | 4 | 5 | -2 | -3
O=C(OCc1cc(=O)n2ccsc2n1)c1ccc(OC(F)F)cc1 | 5 | -6 | -4 | -2 | 3 | 0.3 | 4 | -3 | 4 | 0
COc1ccc(C)cc1S(=O)(=O)N1CCN(C/C=C/c2ccccc2)CC1 | -6 | -15 | 2 | 1 | 3 | 1.5 | -4 | -7 | -17 | -7
CCN=C1SC(CC(=O)NCc2ccccc2)C(=O)N1CC (stereo not drawn) | -3 | 7 | -1 | 2 | -6 | -1.1 | 13 | -6 | -4 | 0
Cc1ccc(NC(=O)CCC(=O)c2cccs2)cc1 | -6 | -15 | -2 | 5 | -1 | -0.4 | -3 | -8 | -1 | 2
Cc1ccc(NS(=O)(=O)Cc2ccccc2)cc1Cl | 7 | 2 | 5 | -1 | -11 | 0.5 | -5 | -4 | -7 | 0
C=CCN1C(=O)c2ccc(C(=O)Nc3ccccn3)cc2C1=O | 8 | -10 | -3 | -2 | 2 | -0.1 | 0 | 3 | 6 | 0

Part of the list above, reformatted:
Screens in order – NR1D1 modulator | ASAP1 GAP inh | DDE Tn7 FP inh | UHRF1 binding | sPLA2-III inh | KLK7 zymogen act | ARFGAP1 inhibitor | Tn6 DDE FP | PLCb3 inh | PLCg1 inh
Cc1ccc(NS(=O)(=O)Cc2ccccc2)cc1Cl
  7 | 2 | 5 | -1 | -11 | 0.5 | -5 | -4 | -7 | 0
COc1ccccc1N1CCN(S(=O)(=O)c2ccc3c(c2)oc(=O)n3C)CC1
  -5 | 12 | 0 | -2 | -1 | 0.3 | -1 | -7 | -5 | 1
O=C(CSc1nc2c(c(=O)n1-c1ccc(Cl)cc1)SCC2)Nc1ccc2c(c1)OCCO2
  0 | -8 | 0 | 3 | 2 | -0.1 | 8 | 2 | 10 | 9
O=C(O)C1CC=CCC1C(=O)Nc1cc(Cl)ccc1Cl (stereo not drawn)
  4 | 0 | -1 | -1 | 3 | 0.9 | 4 | 5 | -2 | -3
C=CCN1C(=O)c2ccc(C(=O)Nc3ccccn3)cc2C1=O
  8 | -10 | -3 | -2 | 2 | -0.1 | 0 | 3 | 6 | 0
COc1ccccc1-c1cnc2c(c1)C(=O)N([C@@H](C)CO)C[C@@H](C)[C@@H](CN(C)C(C)=O)O2
  2 | -1 | 5 | 2 | 4 | 0.2 | 4 | -2 | 2 | 0
